M4 ag: agonists of human muscarinic M4 receptor (CHRM4); P08173; CHO-K1 hM4/Gqi5, Fluo-8 calcium fluorescence; vehicle 0%, full acetylcholine response 100%; activation, % at 3 µM; 0.14% of 360,000 active;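 active means activation above the run mean over all test wells plus 3 SD, cut at about 32% in these data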;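 further: peak over basal fluorescence ratio per well then scaled between controls; 0% = DMSO wells and 100% = acetylcholine at EC100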
Target sequence (P08173 whole entry, looked up): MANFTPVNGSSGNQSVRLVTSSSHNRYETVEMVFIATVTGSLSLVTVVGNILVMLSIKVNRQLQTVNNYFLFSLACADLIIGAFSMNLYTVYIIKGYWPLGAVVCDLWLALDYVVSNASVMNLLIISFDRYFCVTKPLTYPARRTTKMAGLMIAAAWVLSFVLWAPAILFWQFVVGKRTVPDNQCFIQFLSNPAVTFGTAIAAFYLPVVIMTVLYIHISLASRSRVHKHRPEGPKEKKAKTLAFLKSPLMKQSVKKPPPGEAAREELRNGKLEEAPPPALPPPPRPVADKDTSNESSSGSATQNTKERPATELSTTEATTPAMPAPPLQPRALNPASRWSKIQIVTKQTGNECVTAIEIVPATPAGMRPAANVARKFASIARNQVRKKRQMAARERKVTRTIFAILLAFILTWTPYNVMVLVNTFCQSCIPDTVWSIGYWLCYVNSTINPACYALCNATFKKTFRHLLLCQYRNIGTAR
M5 PAM: positive allosteric modulators of human muscarinic M5 receptor; P08912; CHO-K1 hM5, Fluo-8 calcium, ACh EC20 PAM; 0% = ACh EC20, 100% = ACh EC100; activation, % at 3 µM; 0.3% of 360,000 active; AID 624038;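 active means activation above the run cutoff, the mean activation of all test compounds plus 3 SD, cut at about 18% in these data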
Target sequence (P08912 whole entry, looked up): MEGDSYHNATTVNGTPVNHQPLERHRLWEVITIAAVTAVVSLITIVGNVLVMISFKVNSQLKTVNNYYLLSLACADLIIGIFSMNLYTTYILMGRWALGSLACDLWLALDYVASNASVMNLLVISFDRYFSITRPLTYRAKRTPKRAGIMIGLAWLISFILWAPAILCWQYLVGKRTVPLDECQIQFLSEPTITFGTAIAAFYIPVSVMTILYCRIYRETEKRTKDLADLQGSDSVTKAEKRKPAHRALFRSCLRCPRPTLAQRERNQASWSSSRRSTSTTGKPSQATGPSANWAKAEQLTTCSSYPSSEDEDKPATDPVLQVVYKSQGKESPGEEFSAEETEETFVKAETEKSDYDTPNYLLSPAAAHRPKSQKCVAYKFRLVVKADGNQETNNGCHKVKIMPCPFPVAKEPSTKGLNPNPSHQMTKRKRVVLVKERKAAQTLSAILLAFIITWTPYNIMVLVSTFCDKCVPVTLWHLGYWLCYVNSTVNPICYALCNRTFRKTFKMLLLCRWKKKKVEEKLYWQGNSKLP
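System – CHO-K1 hM5 cells · Compound – 3 µM, single dose · Incubation – compound preincubation 140 s before EC20 acetylcholine addition · Technique – Fluo-8 calcium fluorescence · Measure – Max/basal fluorescence ratio as % of EC20–EC100 ACh window · Benchmarks – low control EC20 acetylcholine (0%), high control EC100 acetylcholine (100%) · Replication – singlicate, one well per test compound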
M4 antag: blocks acetylcholine activation of human M4 receptor; 0.73% of 360,000 active; AID 624125; P08173; inhibition, % at 3 µM; CHO-hM4 cells, ACh EC80, Fluo-8 calcium fluorescence;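 active means inhibition above its plate's cutoff, the mean inhibition of sample wells plus 3 SD, cut at about 27% in these data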;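 further: 0% = acetylcholine EC80 with DMSO and 100% = DMSO without agonist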
CHRM5 agonist: CHRM5 agonism in calcium assay; P08912; activation, % at 3 µM; AID 624037; CHO-K1 hM5 cells, Fluo-8 calcium fluorescence; 0% DMSO wells, 100% maximal acetylcholine response; 0.19% of 360,000 active;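 active means activation above the run's mean over test compounds plus 3 SD, cut at about 23% in these data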;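 further: signal is peak over basal fluorescence ratio across the kinetic read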
M5 antag: antagonists of human muscarinic M5 receptor (CHRM5); P08912; CHO-hM5 cells, Fluo-8 calcium fluorescence, ACh EC80; 0.59% of 360,000 active; inhibition, % at 3 µM;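 active means inhibition above a per-plate cutoff, the mean of that plate's test compounds plus 3 SD, cut at about 27% in these data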;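 further: 0% = acetylcholine EC80 with DMSO and 100% = DMSO without agonist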
CHO-K1 Ca PAM: nonselective activator or artifact in parental CHO-K1 calcium assay | activation, % at 3 µM | AID 602247 | 0.02% of 360,000 active | ATP EC20, Fluo-8 calcium fluorescence; 0% at ATP EC20, 100% at ATP max;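 active means activation above the run cutoff, the mean activation of all test compounds plus 3 SD, cut at about 40% in these data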;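 further: peak over basal fluorescence ratio in a 140 s read after ATP addition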
CHO-K1 Ca ag: M1 agonist counterscreen hit in parental CHO-K1 cells. Fluo-8 calcium fluorescence; scaled to maximal ATP response, vehicle zero. activation, % at 3 µM. 0.48% of 360,000 active. AID 602248; in the data active means activation above about 15%;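 further: untransfected CHO-K1 host cells lacking M1 receptor as counterscreen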
M4 PAM: positive allosteric modulators of human muscarinic M4 receptor; P08173; CHO-K1 hM4/Gqi5, Fluo-8 calcium fluorescence, ACh EC20; 0% = ACh EC20, 100% = maximal ACh; activation, % at 3 µM; 0.4% of 360,000 active;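 active means activation above its plate's cutoff, the mean activation of sample wells plus 3 SD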; further: some results filed as inactive read as strong as hits
CHO-K1 Ca antag: M1 antagonist counterscreen hit in parental CHO-K1 cells; 0.6% of 360,000 active; AID 602250; ATP-induced calcium, Fluo-8 fluorescence; inhibition, % at 3 µM;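 active means inhibition above a per-plate cutoff, the plate's mean sample inhibition plus 3 SD, cut at about 24% in these data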;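 further: 0% = DMSO plus EC80 ATP and 100% = DMSO alone without ATP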
* hit, by the source's call; / = not tested or not shown.

SMILES	M4 ag	M5 PAM	M4 antag	CHRM5 agonist	M5 antag	CHO-K1 Ca PAM	CHO-K1 Ca ag	M4 PAM	CHO-K1 Ca antag
CCCCN(C=O)c1c(CC)nc2ccc(C(=O)N(C)Cc3ccccc3)cn12	2.0	3.3	-4.0	-0.7	-5.3	7.0	0.7	2.8	-13.1
Cc1cccc(NC(=S)N2CCC(C(=O)c3ccc(F)cc3)CC2)c1C	1.4	-3.5	4.0	0.8	4.1	25.4	2.4	0.1	-16.6
CC(=O)NC(Cc1ccc(F)c(F)c1)C(=O)NC1CCN(S(=O)(=O)c2ccc(C)cc2)CC1 (centres undefined)	0.7	-2.3	-2.8	-4.4	17.8	3.3	-0.3	1.0	-13.2
Cc1ccc(Cn2c(C)c(C(=O)NCc3cccc(C(F)(F)F)c3)sc2=O)cc1	1.1	-5.3	-21.5	-1.6	-4.4	5.0	-0.3	0.9	2.1
Cc1cc(=O)oc2n[nH]c(-c3ccccc3)c12	0.4	-0.6	-5.3	-1.4	1.1	8.3	0.5	8.3	-8.0
CC(C)c1ccc(/C=C2\SC(N3CCOCC3)=NC2=O)cc1	1.1	12.4	-10.2	-12.4	-7.7	-19.8	0.3	3.4	4.7
CCCc1nc2sc3c(c2c(=O)[nH]1)CCCC3	-0.2	18.1*	-8.0	-2.0	-3.4	12.8	0.1	5.4	-1.7
C#CCNC(=O)C1=C[C@H](c2ccc(C(F)(F)F)cc2)[C@@H](CCCO)[C@H](OCC)O1	2.6	4.4	-11.1	-6.4	8.7	13.5	1.1	-9.2	-8.5
COc1cc(Br)cc(C=Nc2cccc(C(F)(F)F)c2)c1O	1.1	-0.3	-12.9	-0.8	0.6	3.6	1.6	1.0	-1.4
COc1ccc(OC)c(N2CC(O)(c3cccs3)[N+]3=C2SCCC3)c1 (centres undefined)	0.4	10.3	2.6	-1.9	-1.5	-9.6	0.0	0.5	-5.7
COc1ccc(OCC(=O)NNC(=O)c2c(-c3ccccc3Cl)noc2C)cc1	11.8	-9.7	-4.3	2.1	18.1	0.3	2.6	4.7	0.2
COC(=O)c1c(C(=O)OC)c2n(c1C)CCS2	0.1	0.9	3.1	4.3	10.1	-23.6	0.4	-4.0	11.8

Whole records, looked up by structure. Order of screens: M4 ag | M5 PAM | M4 antag | CHRM5 agonist | M5 antag | CHO-K1 Ca PAM | CHO-K1 Ca ag | M4 PAM | CHO-K1 Ca antag
Results for Cc1cccc(NC(=S)N2CCC(C(=O)c3ccc(F)cc3)CC2)c1C : 1.4 | -3.5 | 4.0 | 0.8 | 4.1 | 25.4 | 2.4 | 0.1 | -16.6
Results for CCCCN(C=O)c1c(CC)nc2ccc(C(=O)N(C)Cc3ccccc3)cn12 : 2.0 | 3.3 | -4.0 | -0.7 | -5.3 | 7.0 | 0.7 | 2.8 | -13.1
Results for C#CCNC(=O)C1=C[C@H](c2ccc(C(F)(F)F)cc2)[C@@H](CCCO)[C@H](OCC)O1 : 2.6 | 4.4 | -11.1 | -6.4 | 8.7 | 13.5 | 1.1 | -9.2 | -8.5
Results for Cc1cc(=O)oc2n[nH]c(-c3ccccc3)c12 : 0.4 | -0.6 | -5.3 | -1.4 | 1.1 | 8.3 | 0.5 | 8.3 | -8.0
Results for COC(=O)c1c(C(=O)OC)c2n(c1C)CCS2 : 0.1 | 0.9 | 3.1 | 4.3 | 10.1 | -23.6 | 0.4 | -4.0 | 11.8

Additional results follow.
SMILES	M4 ag	M5 PAM	M4 antag	CHRM5 agonist	M5 antag	CHO-K1 Ca PAM	CHO-K1 Ca ag	M4 PAM	CHO-K1 Ca antag
CS(=O)(=O)Nc1ccc(C2=NN(S(C)(=O)=O)C(c3cccs3)C2)cc1 (centres undefined)	0.8	0.9	4.7	-1.2	-3.3	-0.1	1.2	-5.3	-3.6
Cc1ccc(NC(=O)N2CCC(NC(=O)C(C)(C)C)CC2)cc1	0.3	42.5*	-6.1	-4.7	-0.4	-21.0	-0.6	8.9	6.3
CC1(C)NC(=O)N(CC(O)CN2C(=O)NC(C)(C)C2=O)C1=O	0.8	8.4	-19.6	-2.4	-14.3	20.1	0.2	5.5	2.6
COc1ccccc1N1CCN(CCN2C(=O)CC3(CCCC3)CC2=O)CC1	4.5	-8.2	5.0	0.6	1.1	7.6	2.8	-12.0	-4.3
Cc1ccc(-n2ncc3c(NCc4ccco4)ncnc32)c(C)c1	0.0	-3.4	-15.0	-1.1	0.9	9.6	-0.2	10.1	-2.7
Cc1ccc(NC(=O)c2cc(NC(=O)CCCC(=O)O)ccc2Cl)cc1Cl	0.3	-6.6	-4.0	-0.2	-4.9	-7.0	-0.1	6.4	-4.5
COc1ccc(/C=N/NC(=O)c2cccnc2)cc1COc1ccc([N+](=O)[O-])c(C)c1	11.4	-5.1	1.1	2.6	-1.0	5.0	8.8	-6.7	2.6
O=C(Cc1nnc(NC(=O)Nc2ccc(Cl)cc2)s1)NCc1ccccc1	2.0	-7.6	3.5	1.5	11.8	14.2	0.2	12.8	-1.4
Cc1ccc(S(=O)(=O)C[C@@H]2OC[C@H](C(C)C)N2S(=O)(=O)c2ccc(C)cc2)cc1	1.8	-1.2	15.0	-5.1	1.9	/	/	-5.9	/
CCCCCCCNC(=O)C1(CC2CC(c3ccc(Cl)cc3)=NO2)CCN(C(=O)c2ccccc2)CC1 (centres undefined)	0.3	-7.3	-5.2	1.2	9.8	12.9	0.0	3.9	-10.1
CC(C)(C)N(CC(=O)NC1CCCCC1)C(=O)CS(=O)CC(=O)Nc1ccc(F)cc1 (centres undefined)	1.4	-2.5	-9.2	-3.3	5.4	10.2	0.9	2.2	-17.9
Cc1cc2cc3c(cc2nc1SCc1ccc(C(=O)O)cc1)OCCO3	0.8	1.4	-1.1	-1.4	10.7	13.4	0.4	0.2	-6.7
CCCCC(=O)c1ccc(O)cc1	1.9	0.2	2.6	-0.2	0.2	6.2	4.8	-1.0	-2.1
Cc1sc2ncnc(Sc3ccccc3C(=O)O)c2c1C	-0.4	6.5	3.6	0.6	2.5	10.3	1.1	4.4	-8.6
CN(C)c1cc(-c2ccc(F)cc2)oc(=O)c1Cl	0.3	-3.7	7.2	-4.5	10.1	1.9	0.0	-1.3	-7.4
Cc1cc(C)c(C#N)c(SCSCc2ccccc2)n1	0.6	-1.9	-8.7	-1.7	-5.5	-6.5	-0.4	-6.8	-7.3
CCNS(=O)(=O)c1ccc(CCC(=O)NCCc2ccc(OC)cc2)cc1	0.9	-3.8	-5.9	0.3	3.4	-9.2	-0.3	-0.4	3.8
O=C(c1ccc(F)cc1)N1CCN(Cc2ccccc2Br)CC1	1.2	-7.1	-6.7	-3.1	4.1	7.7	0.5	-1.7	-7.1
O=C(COC(=O)c1n[nH]c2ccccc12)NC(=O)NC12CC3CC(CC(C3)C1)C2	0.8	-3.0	-1.4	4.6	1.2	15.4	0.5	0.6	-9.4
CN(C(=O)c1ccc(=O)[nH]c1)C1(C(=O)NC2CCCCC2)CCCCC1	-0.7	7.9	5.1	-3.2	-10.6	18.8	0.6	-8.0	-9.1
O=C(Oc1ccc([N+](=O)[O-])cc1)c1cncc(Br)c1	2.8	-3.5	0.5	0.6	10.5	25.3	1.5	3.1	-12.8
CCOC(=O)Cn1cc(C(=O)c2cccs2)c2ccccc21	1.3	-1.8	3.9	-2.3	0.8	23.1	0.5	-1.1	-12.6
N#Cc1c(N)n(-c2ccc(C(=O)O)cc2)c2nc3ccccc3nc12	0.6	1.4	-13.5	1.3	2.1	21.9	13.6	-1.3	-5.0
COc1ccc(-c2csc(Nc3ccc(Oc4ccccc4)cc3)n2)cc1	0.1	-1.7	0.3	-0.5	10.4	11.2	-0.1	-6.0	-11.1
CC(C)CC1=NN(C(=O)c2ccncc2)C(O)(C(F)(F)F)C1 (centres undefined)	0.7	-4.5	-5.6	-0.3	7.7	24.6	0.6	10.3	-13.4
CC1(C(=O)NS(=O)(=O)c2cccc(C#N)c2)CCN1C(=O)CCc1ccccc1 (centres undefined)	1.5	0.1	-1.5	1.8	1.3	14.8	0.1	3.6	-17.5
Cc1cc(C(=O)CSc2nnc(CCC(N)=O)n2C)c(C)n1C1CC1	0.6	1.1	-6.3	1.2	1.7	1.0	0.8	-3.8	-12.1
CC(=O)Nc1ccc(NC(=O)CC(c2ccccc2)c2ccccc2)cc1	1.6	2.9	4.6	-1.0	1.0	20.7	1.1	-0.3	-11.2
CCOC(=O)C1=CCN(S(=O)(=O)c2ccc(C)cc2)C1c1cccs1 (centres undefined)	5.2	-11.8	-21.0	-2.6	4.0	-0.2	2.6	-5.6	11.6
CCCC(C(=O)Nc1ccc(S(=O)(=O)N2CCOCC2)cc1)c1ccccc1 (centres undefined)	22.1	-5.8	4.4	23.3*	5.2	16.0	19.0*	-5.3	0.5
CN(C)CCCN=C(NO)c1ccc(Cl)cc1Cl	1.2	0.2	-4.1	11.6	5.0	-26.4	-0.4	-19.1	14.9
Cc1ccc(S(=O)(=O)NCCNC(=O)C2CCCNC2=O)cc1 (centres undefined)	0.5	8.0	0.9	-0.8	-13.9	18.3	0.4	3.5	-12.3
CN(C)CCCN(C(=O)C1=COCCO1)c1nc2ccc(Br)cc2s1	15.3	-4.5	0.6	-4.9	9.3	-8.1	6.0	6.6	10.0
O=C1NC[C@H](CCCCN2C[C@H](Cc3ccc(O)cc3)N(CCC3CCCCC3)C(=O)C2=O)N(CCc2ccc(O)cc2)C1=O	4.4	11.0	-5.5	-0.4	-16.1	2.9	0.8	22.0	-6.4
CCOC(=O)Cn1cnc2c(nnn2Cc2ccc(Cl)cc2)c1=O	0.8	7.2	7.2	2.4	-12.6	-8.1	-0.2	-3.8	6.0
C[C@]12CCC(=O)C[C@@H]1CC[C@@H]1[C@@H]2CC[C@]2(C)C=CC[C@@H]12	0.8	2.1	-2.2	0.3	-5.1	18.9	0.3	7.2	-6.8
Cc1ccc(C)c(NC(=S)N2CCCCC2CO)c1 (centres undefined)	0.2	6.7	0.3	-1.9	-0.4	14.1	0.7	2.6	-13.5
COc1ccc(NC(=O)CN2C(=O)NC(C)(c3ccccc3)C2=O)c(OC)c1 (centres undefined)	1.5	2.1	0.8	0.3	1.2	8.2	1.1	-0.6	-16.2
O=C(Nc1ccc(Cl)c(Cl)c1)N(CCCN1CCOCC1)Cc1cccnc1	1.7	3.8	-5.9	-2.2	-5.3	28.7	1.9	-1.5	-30.3
CC(=O)NC(Cc1c[nH]c2ccccc12)C(=O)N1CCN(S(=O)(=O)c2ccccc2)CC1 (centres undefined)	-0.1	1.0	7.4	-0.3	-0.3	8.2	0.3	-0.8	1.6
CC(C)(C)OC(=O)C[C@H]1C/C=C\C[C@@H](CC(=O)N(CCO)Cc2ccccc2)C(=O)N2CCC[C@H]2COC1=O	16.5	0.0	-28.5	2.2	-0.3	21.1	4.1	2.2	-10.5
Cc1ccc(NC(=O)CN(C)C(=O)c2cccc(-n3cccc3)c2)cc1	1.6	0.3	-5.6	0.6	6.8	-13.3	-0.2	9.3	-0.2
Cn1c(-c2ccc(F)cc2)cnc1SCC(=O)Nc1ccccc1	6.4	-13.6	-15.8	-8.7	10.1	14.4	2.5	-8.7	-27.3
CC(=O)NC(NC(=S)Nc1ccc(C)cc1C)C(Cl)(Cl)Cl (centres undefined)	0.7	2.3	5.9	4.2	-2.2	-15.0	0.5	-2.8	0.6

From PubChem BioAssay
